Gli-Sufu block: Gli-Sufu pathway antagonism | Sufu-KO-LIGHT fibroblasts, Gli luciferase reporter luminescence | inhibition, % at 5 µM | actives 0.74% (n = 340,000) | AID 588413;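 active = inhibition above about 55%, limit read from the data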;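 note: 0% = DMSO-treated cells and 100% = wells with medium but no cells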
CXCR6 block: blocks human CXCR6 beta-arrestin recruitment; O00574; CHO-K1 PathHunter CXCR6 beta-arrestin, luminescence; inhibition, % at 20 µM; actives 0.36% (n = 360,000); in the data active = inhibition above about 34%, passing the limit was not always enough;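 note: antagonist mode with CXCL16 agonist at 10 nM final; 0% = 10 nM CXCL16 with DMSO and 100% = unstimulated wells without agonist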
Target sequence (O00574 whole entry, looked up): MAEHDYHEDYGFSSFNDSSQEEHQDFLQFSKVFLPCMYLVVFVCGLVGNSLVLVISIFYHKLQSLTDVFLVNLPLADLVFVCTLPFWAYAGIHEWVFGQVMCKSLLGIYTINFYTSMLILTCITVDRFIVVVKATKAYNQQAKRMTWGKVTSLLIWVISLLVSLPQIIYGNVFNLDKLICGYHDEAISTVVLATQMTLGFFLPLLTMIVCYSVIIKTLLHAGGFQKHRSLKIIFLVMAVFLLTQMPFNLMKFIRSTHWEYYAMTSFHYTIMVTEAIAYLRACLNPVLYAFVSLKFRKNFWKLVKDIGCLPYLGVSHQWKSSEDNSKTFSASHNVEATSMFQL
EBI2 antag: EBI2 (human) antagonism. actives 0.81% (n = 360,000). AID 651636. inhibition, % at 5 µM. EBI2 beta-arrestin recruitment, luminescence, 7a,25-OHC stimulated; in the data active = inhibition above about 38%;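 note: enzyme fragment complementation signal reports receptor beta-arrestin coupling in cells; 0% = agonist plus DMSO wells and 100% = wells without agonist; some results beyond the cut were filed as inactive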
CCR6 antag: antagonists of human CCR6 receptor | P51684 | CHO-K1 CCR6 PathHunter beta-arrestin, luminescence, CCL20-stimulated | inhibition, % at 20 µM | actives 0.49% (n = 340,000);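 active = compounds whose inhibition of the agonist-driven luminescence signal at 20 µM reaches about 50%, limit read from the data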;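 note: cells stimulated with CCL20 at 14 nM final; plate controls were DMSO with CCL20 for no effect and DMSO without agonist for full effect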
Target sequence (P51684 whole entry, looked up): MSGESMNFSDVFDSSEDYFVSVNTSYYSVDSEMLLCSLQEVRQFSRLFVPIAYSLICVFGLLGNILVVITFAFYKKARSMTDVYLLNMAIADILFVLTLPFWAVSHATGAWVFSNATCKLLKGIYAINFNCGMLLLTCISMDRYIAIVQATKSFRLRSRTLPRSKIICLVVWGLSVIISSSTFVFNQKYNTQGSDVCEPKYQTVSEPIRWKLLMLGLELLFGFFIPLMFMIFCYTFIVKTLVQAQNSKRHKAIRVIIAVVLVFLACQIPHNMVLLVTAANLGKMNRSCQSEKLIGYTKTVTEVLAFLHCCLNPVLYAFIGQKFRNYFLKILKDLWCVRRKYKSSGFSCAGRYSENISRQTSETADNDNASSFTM
A3G deaminase: blocks human APOBEC3G single-stranded DNA deamination | Q9HC16 | recombinant A3G, ssDNA deamination FAM/TAMRA fluorescence | inhibition, % at 20 µM | actives 0.28% (n = 330,000) | AID 493012;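 active = inhibition of at least 40% at 20 µM, with no more than 30% in the related APOBEC3A deaminase screen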;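 note: plate controls were DMSO wells with A3G for no effect and wells lacking A3G enzyme for full effect; some compounds called inactive have numbers as strong as hits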
A3A deaminase: inhibitors of human APOBEC3A DNA deaminase | P31941 | recombinant A3A, FAM/TAMRA ssDNA deamination fluorescence | actives 0.41% (n = 330,000) | inhibition, % at 20 µM;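 active = at least 40% inhibition at 20 µM here, with at most 30% in a related deaminase screen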;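 note: plate controls were A3A with DMSO for no effect and wells lacking A3A enzyme for full effect; some results filed as inactive read as strong as hits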
Target sequence (P31941 whole entry, looked up): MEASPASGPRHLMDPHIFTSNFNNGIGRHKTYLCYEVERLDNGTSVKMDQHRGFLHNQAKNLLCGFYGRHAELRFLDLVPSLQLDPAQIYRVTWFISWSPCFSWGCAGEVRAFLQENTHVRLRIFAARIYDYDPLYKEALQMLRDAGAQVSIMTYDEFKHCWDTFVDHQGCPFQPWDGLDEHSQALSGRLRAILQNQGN
NR3A LBD binder: modulates the human NR3A ligand-binding domain | Tm shift relative to glycine control, % at 25 µM | actives 2.5% (n = 340,000) | AID 1259313 | NR3A LBD differential scanning fluorimetry, Tm shift; 0% = protein alone, 100% = glycine-bound protein;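 active = melting temperature shift of at least 10% of the positive control shift, at one fixed dose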
MPTP inh: permeability transition pore inhibition; isolated mouse mitochondria, Ca2+ swelling absorbance, 30 min; AID 602449; inhibition, % at 10 µM; actives 1.4% (n = 360,000);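 active = inhibition of 50% or more, scaled per plate between neutral and stimulator controls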;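 note: 0% = DMSO wells given calcium and 100% = 1 mM EGTA wells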
Numbers without * were called inactive; / = not tested or not shown.

SMILES | Gli-Sufu block | CXCR6 block | EBI2 antag | CCR6 antag | A3G deaminase | A3A deaminase | NR3A LBD binder | MPTP inh
COC(=O)c1ccc(/C=N\N2CCN(c3ccccc3)CC2)cc1 | -50.6 | -2.2 | 10.6 | 13.9 | -3.3 | -3.1 | -1.3 | 1.9
COc1cc(/C=C2\C(=N)N3N=C(S(C)(=O)=O)SC3=NC2=O)ccc1OCCOc1ccccc1C | 40.8 | 5.1 | -9.9 | 23.8 | / | / | 7.4 | 1.8
CN=C(Nc1ccc(Br)cc1)SC1CC(=O)N(c2ccc(OC)cc2)C1=O (centres undefined) | -7.4 | -7.0 | 17.9 | -3.5 | -4.3 | -1.3 | -1.0 | 1.7
CCN(CC)c1ccc(C(=O)NNC(=O)CCc2nc3ccccc3c(=O)[nH]2)cc1 | 4.5 | -4.6 | -2.2 | 1.9 | -6.3 | -3.4 | -0.6 | -2.0
COC(=O)C1C(O)=CC(=O)CC1C (centres undefined) | 1.2 | -0.9 | -0.8 | -0.6 | -2.7 | -1.1 | 0.0 | -2.1
O=C(N/N=C/c1cccs1)c1c[nH]c2ccccc12 | -90.8 | 5.9 | -7.9 | -7.1 | -5.2 | -0.1 | 14.3* | 0.8
O=C(CCn1c(=O)oc2ccccc21)N1CCN(c2ccccc2Cl)CC1 | -6.3 | -1.4 | -0.1 | 14.0 | -2.1 | -3.0 | 2.4 | 0.9
CC1CN(c2oc(-c3cccs3)nc2C#N)CC(C)O1 (centres undefined) | 3.3 | -5.1 | -0.5 | 3.4 | -0.6 | -4.5 | -2.5 | -0.5
CCc1ccc(NC(=O)C(=O)NCCOc2ccccc2Cl)cc1 | 5.3 | -2.6 | -1.2 | -14.2 | 1.8 | 1.3 | -1.2 | 1.5
Cc1ccccc1C(=O)N=c1ccn(-c2nc3ccccc3nc2NS(=O)(=O)c2ccccc2)cc1 | 5.8 | 5.4 | -0.9 | 13.0 | -2.0 | 0.6 | -1.9 | -0.9
COC(C[C@@H]1O[C@H]1[C@@H](O)[C@@H](C)OCc1ccccc1)OC | -14.0 | 16.8 | 2.2 | 9.3 | -9.1 | -2.7 | 1.3 | 0.3
O=C(O)CCN1c2ccccc2Sc2ccccc21 | 6.6 | -1.9 | -8.5 | -5.3 | / | / | 6.3 | 0.8
COc1ccc(CN2CCN(CCc3ccccc3)C(CCO)C2)cc1Cn1cncn1 (centres undefined) | 41.0 | -5.3 | 4.8 | 13.2 | -6.2 | -2.0 | 1.4 | 1.1
Cn1c(=O)[nH]c(=O)c2c1nc(NCc1ccccc1)n2CCCc1ccccc1 | 4.7 | -4.9 | 1.3 | -8.1 | -1.8 | -1.2 | 2.4 | -3.8
COc1ccc(NS(=O)(=O)c2cccc(C(=O)NCc3ccccc3CN3CCOCC3)c2)cc1 | -4.7 | 0.2 | 7.6 | 3.5 | / | / | 0.4 | 0.1
Cc1c(C(=O)OCC(=O)NCc2ccco2)oc2ccccc12 | -3.0 | -5.2 | -8.8 | 11.7 | -7.2 | -2.3 | -1.2 | -2.9
CN(C)CCC1(C2=CCCC2)CC/C(=C/c2ccc(Cl)cc2)C1=O (centres undefined) | 11.0 | -1.1 | 12.9 | 44.0 | / | / | -1.7 | 12.4
Cc1oc(-c2cc(F)ccc2F)nc1CN1CCCN(C(=O)c2ccco2)CC1 | 10.5 | 2.1 | 9.2 | 7.9 | -6.5 | -1.0 | 0.2 | -0.9
Cc1ccc(C(=O)OCC(=O)NC(=O)c2ccc(C(C)(C)C)cc2)c(O)c1 | -8.8 | -29.6 | 6.1 | -3.3 | -5.9 | -1.5 | -2.5 | 0.1
Cn1cnnc1SCC(=O)NN1C(=O)NC(C)(c2ccccc2)C1=O (centres undefined) | 2.3 | 16.4 | -13.1 | -1.4 | -6.0 | -5.9 | -0.4 | 1.1
COC(=O)c1nn(-c2ccccc2)c(-c2ccccc2)c1C(=O)c1ccccc1 | -3.9 | 6.2 | 0.3 | 38.7 | -6.2 | -1.1 | 2.6 | -1.7
CC(C)c1nc2n[nH]c(N)c2c2c1CCCC2 | -6.6 | 0.4 | -7.8 | 12.1 | -2.1 | -1.9 | -0.6 | -7.1
O=C(CNC(=O)COc1ccccc1)NCc1ccccc1F | -3.7 | 1.4 | -7.7 | -11.1 | -1.6 | -0.5 | 0.1 | 0.2
O=C1C(C=Nc2ccccc2O)=C(O)c2ccccc21 | 15.3 | 14.1 | 9.0 | 28.2 | 10.4 | -0.5 | -1.9 | 1.7
CN(C)S(=O)(=O)c1cccc(NC(=O)c2cccc(N3C(=O)CCC3=O)c2)c1 | -10.2 | 1.8 | -4.0 | 1.0 | -7.7 | -0.9 | -2.5 | -2.7
CC(=O)c1c(NC(=O)C(C)C)nc(C)nc1-c1ccccc1 | -1.1 | -1.1 | -3.3 | 5.9 | -4.9 | -2.9 | 1.0 | 1.4
Cc1c(CBr)[n+](=O)c2c(n1[O-])C(Br)CCC2Br (centres undefined) | -0.9 | -13.8 | -5.0 | -15.4 | 10.9 | 2.1 | 1.6 | 4.1
O=C(/C=C/c1cccc([N+](=O)[O-])c1)Nc1ccc(NC(=O)c2cccs2)cc1 | 0.2 | 11.4 | -16.9 | -14.0 | -5.1 | 1.7 | 25.0* | 2.4
O=C1c2ccccc2C(=O)N1CCSc1ncn[nH]1 | 5.2 | -0.5 | -1.2 | 5.9 | -5.0 | -3.0 | -3.9 | -0.2
Cc1ccccc1C(=O)N/N=C1\SCC(=O)N1Cc1ccco1 | -3.2 | -8.1 | -3.7 | 13.1 | -4.3 | 4.6 | 0.3 | -1.3
CCOC(=O)/C(=N\Nc1ccc(C(C)=O)cc1)c1csc(Nc2ccccc2)n1 | 7.7 | -1.3 | 17.3 | -17.7 | -0.6 | -1.0 | 14.9* | 64.4*
COc1ccc(OC)c(-n2c(=S)[nH]c3c(sc(=S)n3-c3ccccc3C)c2=O)c1 | -6.4 | -0.3 | 11.3 | -4.6 | -5.3 | -1.0 | 3.1 | 0.7
O=C(Nc1ccn(Cc2ccccc2)n1)c1cccc(F)c1 | -117.3 | -0.9 | -18.3 | 20.5 | / | / | 0.4 | 1.9
COc1cc(/C=C/C(=O)OCC(=O)Nc2ccc3c(c2)OCO3)ccc1O | -0.6 | -2.2 | 2.5 | 23.1 | 5.8 | 2.0 | -2.9 | 1.1
N#C/C(=N\Nc1ccc(Br)cc1)C(=N)N1CCOCC1 | -58.4 | 6.0 | 5.0 | 18.7 | -10.4 | -3.5 | 0.2 | -0.1
COC(=O)c1ccccc1NC(=O)c1ccc2c(c1)OCCCO2 | -49.5 | 8.7 | 7.1 | 17.8 | -3.3 | -0.9 | 2.2 | 1.0
CCOC(=O)c1[nH]c2ccccc2c1NC(=S)Nc1cccc(C)c1 | -8.0 | 1.3 | -3.5 | 8.3 | 1.7 | -4.4 | -11.5 | -0.5
O=C(NC(=O)N1CCN(c2ccccc2F)CC1)c1ccccc1 | 8.0 | 3.0 | -6.4 | 8.0 | 0.1 | 4.0 | 2.8 | 0.2
CCOC(=O)Nc1cc(N)ncn1 | 5.6 | 1.9 | 5.5 | 10.7 | / | / | -1.0 | 0.1
O=C1CSC(c2ccccc2)N1c1cccnc1 (centres undefined) | 1.1 | 5.0 | -10.3 | 5.0 | -0.6 | 2.4 | -0.3 | 0.0
CCOc1ccc(NC(=S)N2CCN(S(=O)(=O)c3ccc(C)cc3)CC2)cc1 | 0.7 | -10.4 | 20.8 | 11.4 | -1.6 | 1.0 | -2.4 | -1.0
CCc1ccc(NC(=S)N(CCC(C)C)C2CCN(C(C)=O)CC2)cc1 | -8.8 | 8.5 | 23.4 | 14.5 | -4.9 | -0.9 | 0.1 | -0.9
C=CCC(NCc1ccco1)c1ccc(OC)c(OC)c1 (centres undefined) | 1.2 | 8.5 | 0.4 | 2.6 | -12.2 | -3.3 | 3.0 | -0.4
CCN(CC)c1ccc(/C=N/NC(=S)NC)c(O)c1 | 84.4* | 12.5 | 3.1 | -3.5 | -7.0 | -2.4 | 0.5 | 0.6
O=C(CSc1nnnn1Cc1ccccc1)NC1CCCCC1 | -9.1 | -8.1 | 7.9 | 10.6 | -5.8 | -4.1 | 0.4 | 2.2
CC(C)NC(=O)COc1coc(CN2CCN(Cc3ccccc3)CC2)cc1=O | -12.7 | 4.1 | -2.0 | 8.5 | -4.2 | -4.2 | -1.6 | -1.8
CN(C)CCCNC(NC(=O)/C=C/c1ccccc1)C(Cl)(Cl)Cl (centres undefined) | 2.0 | 6.5 | -11.6 | 7.5 | -8.3 | -5.3 | -0.1 | 1.2
CCN1CCC2(CC1)C(C#N)=C(N)Oc1c2sc2nc(C)cc(C)c12 | 6.2 | 0.7 | 2.9 | 33.6 | -3.7 | -1.0 | -0.9 | 1.2
COCCN(CC(=O)Nc1cccc(C)c1C)C(=O)c1oc2c(Cl)cccc2c1C | 8.3 | -2.2 | 18.4 | 7.4 | -8.4 | -4.1 | 0.5 | -0.9
CC1CCN(Cc2nnnn2CCCC(=O)NCCN2CCOCC2)CC1 | -13.1 | -2.7 | -8.7 | -11.2 | -3.0 | 2.4 | 1.1 | 0.1
CS(=O)(=O)c1ccc(Cl)c(NC(=O)COC(=O)c2ccc(F)cc2Cl)c1 | -22.4 | -7.1 | 1.3 | 11.0 | -4.4 | 1.4 | 0.0 | -2.0
Cc1cc2c(cc1C)C(c1ccccc1Br)CC(=O)N2 (centres undefined) | 6.4 | 0.4 | 9.2 | 17.3 | -3.6 | -1.4 | -3.5 | 1.1
O=C(Nc1nc(-c2cccs2)cs1)C1=COCCO1 | -24.5 | -6.6 | 4.0 | -6.8 | -1.0 | 0.5 | -10.7 | 0.3
CCN1CCN(CC(O)COC(c2ccccc2)c2ccccc2)CC1 (centres undefined) | -6.9 | 1.0 | 3.2 | -0.7 | -6.7 | -3.5 | 0.1 | -0.4
COC(=O)Nc1ccc(S(=O)(=O)N2CCCC(C(=O)NC3CCCCC3)C2)cc1 (centres undefined) | -7.3 | -3.2 | -12.2 | 1.5 | -10.3 | -1.5 | 0.8 | 2.3
Cc1ccc(N(C)C(=O)C2CCCN2S(=O)(=O)c2ccc3c(c2)n(C)c(=O)c(=O)n3C)cc1 (centres undefined) | -4.3 | -16.5 | 11.0 | -1.4 | -8.5 | -2.0 | -0.1 | 0.5
O=C(CSc1nnc(SCc2ccc(Cl)cc2)s1)N1CCOCC1 | -5.3 | 0.9 | -3.3 | 16.9 | -4.3 | -5.6 | 1.0 | 0.2
Cc1ccc(C)c2[nH]c(=O)c(CCNC(=O)c3ccc(Br)o3)cc12 | 4.0 | -5.8 | 2.0 | 8.9 | -7.1 | -1.5 | 3.2 | 0.3
Cc1ccc(C(=O)NC(=S)Nc2ccc(N3CCOCC3)cc2)c(C)c1 | 5.1 | 3.9 | 14.4 | 5.3 | -3.2 | -4.3 | 1.1 | -0.8
CCN1CCCC1CNC(=O)c1cc(COc2ccc(C)c(C)c2)on1 (centres undefined) | -0.2 | 4.9 | -1.8 | 24.3 | -6.0 | -4.5 | 0.8 | 1.3
More records follow:
SMILES | Gli-Sufu block | CXCR6 block | EBI2 antag | CCR6 antag | A3G deaminase | A3A deaminase | NR3A LBD binder | MPTP inh
O=C(NCC1CCCO1)c1ccc[nH]1 (centres undefined) | -3.5 | 2.4 | 5.2 | -11.5 | -7.4 | -3.5 | 0.9 | -0.8
COc1ccc(CCNC(=O)/C=C/c2cc(OC)c(OC)c(OC)c2)cc1OC | 9.0 | -1.8 | 37.5* | 8.2 | -0.8 | 1.0 | -1.3 | -0.5
O=C(/C=C/c1cccc([N+](=O)[O-])c1)NC1CC2CCC1C2 (centres undefined) | -14.8 | -1.0 | -0.9 | 17.9 | -6.0 | -1.0 | -3.1 | 0.1
COc1ccc(C)cc1S(=O)(=O)N(C)CC(N)=O | -2.5 | 6.2 | -13.0 | 2.2 | 2.7 | 5.9 | -4.2 | -0.1

From PubChem BioAssay
